Casp1 inh – allosteric or competitive inhibitors of human caspase-1 | Potency, µM (series often up to 57.5 µM), inactives show at the top dose activity change, negative = inhibition, most hits filed as inhibitors | Caspase-1 enzyme, Ac-WEHD-AFC fluorogenic rate | P29466 | actives 0.03% (n = 75,000);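 further: potency means the concentration at half of the fitted maximal effect; plate controls were vehicle for no effect and no substrate for full effect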
BRCT PPI red – BRCT-phosphoprotein interaction inhibition (red fluorophore) | actives 0.03% (n = 75,000) | BRCT-phosphopeptide binding, red fluorescence polarization | AID 892 | Potency, µM (titrated, usually from 76.9 µM), for the others: top-dose activity change, negative = inhibition, actives largely listed as inhibitors | P38398; further: on the % scale 0 is the no-effect control and ±100 the full control effect
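Fluorescence polarization: 100 nM His-tagged BRCA1 BRCT with 100 nM TAMRA-labelled phospho-BACH1 decapeptide, phosphate buffer pH 7.3 with 150 mM NaCl, DTT, 0.01% Tween 20; 12 min RT. Binding inhibition seen as FP decrease.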
USP2a inhib – blocks human ubiquitin-specific protease USP2a; O75604; USP2a enzymatic assay, qHTS inhibition; Potency, µM (titrated, usually from 38.3 µM), without a hit: top-dose activity change, negative = inhibition, usual class: inhibitors; actives 0.1% (n = 60,000);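 further: potency means the concentration at half of the fitted maximal effect; nearly all actives have a fitted effect of over 60% in size; plate controls were DMSO for no effect and NEM full inhibition control for full effect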
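Inhibition is measured in a cell-free coupled assay with 20 nM USP2 core, 20 nM Ub-PLA2 and 20 uM NBD C6-HPC, 2.5 h incubation. Activity normalized to NEM control.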
15-hLO inh – inhibitors of human 15-lipoxygenase (ALOX15). AID 887. purified 15hLO-1, xylenol orange hydroperoxide absorbance. P16050. Potency, µM (doses to about 57.1 µM), for inactives: at the top dose activity change, negative = inhibition, usual class: inhibitors. actives 1.4% (n = 74,000); further: potency means the concentration at half of the fitted maximal effect; on the % scale 0 is the no-effect control and ±100 the full control effect; nearly all actives have a fitted effect of over 55% in size
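40 nM 15hLO-1 + cpd, 15 min RT; start w/ 50 uM AA (final), 6 min RT; stop/detect w/ 200 uM XO + 300 uM Fe(II) in 50 mM H2SO4, 30 min; A573/A405. Buffer 25 mM Hepes pH 7.5, 0.01% Triton X-100. No-enzyme wells as negative control.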
DNA Pol III inh – blocks replication by bacterial DNA polymerase III holoenzyme; reconstituted DNA polymerase III holoenzyme replication, biochemical; Potency, µM (series often up to 57.1 µM), for inactives: top-dose activity change, negative = inhibition; actives 0.25% (n = 71,000); AID 603; further: potency means the concentration at half of the fitted maximal effect; on the % scale 0 is the no-effect control and ±100 the full control effect
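Reconstituted *E. coli* holoenzyme (0.35 nM Pol III, 1 nM beta, 154 nM SSB, 2 nM primase) was preincubated with compound for 15 min at RT. Synthesis on 1.4 nM ssM13Gori ran 35 min, then was stopped with PicoGreen/EDTA and read as dsDNA fluorescence.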
Rhodamine autofl – compound autofluorescence in rhodamine spectral region; actives 0.05% (n = 59,000); Rhodamine-region fluorescence, 547/598 nm, Tris buffer; stronger effect = higher value; AID 594; max dye-equivalent concentration, M; in the data active means max dye-equivalent concentration above about 11 nM; inconclusive means between about 1.1 nM and that limit
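Steps: pin-transfer compounds into pH 8.0 Tris (100 mM), hold 15 min at room temperature, image with a 547/598 nm filter pair, and convert intensities to rhodamine-equivalent concentration using a six-point on-plate rhodamine series.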
HADH2 inhib – inhibitors of human HADH2 dehydrogenase; Q99714; recombinant HADH2, NADH fluorescence, beta-hydroxybutyryl-CoA; Potency, µM (top dose mostly 57.1 µM), for inactives: at the top dose activity change, negative = inhibition, usual class: inhibitors; actives 3.4% (n = 73,000); further: potency means the concentration at half of the fitted maximal effect; on the % scale 0 is the no-effect control and ±100 the full control effect; nearly all actives have a fitted effect of over 60% in size; many of its hits are not listed in these tables
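Read-out: 360 nm excitation, 450 nm emission, kinetic over 4 min. Conditions: His-tagged human HADH2 20 nM, pH 9.0 Tris with Tween-20, 1 mM NAD+, 90 uM beta-hydroxybutyryl-CoA.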
BRCT PPI green – BRCA1 BRCT-phosphoprotein interaction inhibition; Potency, µM (doses to about 76.9 µM), inactives show at the top dose activity change, negative = inhibition, usual class: inhibitors; BRCA1 BRCT-phosphopeptide binding, green fluorescence polarization; actives 0.05% (n = 75,000);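 further: potency means the concentration at half of the fitted maximal effect; plate controls were peptide without protein for full effect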
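Compounds were incubated for 12 min at room temperature with a complex of 100 nM fluorescein-tagged pBACH1 decapeptide and 250 nM His-tagged BRCT protein. Buffer was phosphate pH 7.3 with EDTA, DTT and Tween 20. Disruption of binding lowers the polarization signal.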
Caspase-7 inhib – blocks human caspase-7 allosterically or competitively; recombinant caspase-7, Ac-DEVD-AFC fluorescence rate; actives 0.02% (n = 75,000); Potency, µM (series often up to 57.5 µM), without a hit: top-dose activity change, negative = inhibition, usual class: inhibitors; P55210; active means well fitted inhibition curve with a large enough effect in the main read-out, with a control signal flat, not every such curve was filed as active; inconclusive means small, poorly fitted or top-dose-only effect, or a change in a side signal; further: potency means the concentration at half of the fitted maximal effect; % of control where 0% means no effect
HEK293 cAMP ctrl – parental HEK293 cAMP activation (counter-screen); parental HEK293 CNG cAMP sensor, membrane potential fluorescence; Potency, µM (highest dose often 57.1 µM), without a hit: at the top dose activation, most hits filed as activators; actives 2.5% (n = 73,000); AID 938; further: potency means the concentration at half of the fitted maximal effect; % of control where 0% means no effect; nearly all actives have a fitted effect of over 55% in size
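Counterscreen for endogenous-receptor signalling: CNG-channel HEK 293 cells report cAMP rise by membrane depolarization. After 60 min dye equilibration with 100 uM RO 20-1724, compounds incubated 30 min before bottom-read fluorescence at 590 nm.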
Tau filament bind – binders of human tau filaments | P10636 | recombinant tau filaments, thioflavin S fluorescence, 15 h; filaments grown with octadecylsulfate alongside compound | Potency, µM (top dose mostly 57.1 µM), without a hit: at the highest dose activity change, negative = inhibition | actives 2% (n = 71,000) | AID 596;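 further: potency means the concentration at half of the fitted maximal effect; on the % scale 0 is the no-effect control and ±100 the full control effect; actives lower thioflavin S fluorescence by blocking filaments or displacing dye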
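His-tagged recombinant human tau (exons 2, 3 and 10 included), 1 uM, was induced to fibrillize by 30 uM sodium octadecylsulfate with compound present. After 15 h at 37 C, thioflavine S fluorescence (ex 450, em 510 nm) was read.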
* marks the source's active call; other numbers are inactive results; i = inactive; ? = inconclusive; nt = not tested or not shown; [ ] = another dose, or the depositor's remark. Unless noted, the call rests on the fitted dose curve; in most records, active means well fitted curve in the direction sought with a large enough effect; inconclusive means small, poorly fitted or top-dose-only effect, or another doubt; inactive means no such curve, though single readings can be large; an effect the other way counts as inactive or inconclusive.

no.	canonical_smiles	Casp1 inh	BRCT PPI red	USP2a inhib	15-hLO inh	DNA Pol III inh	Rhodamine autofl	HADH2 inhib	BRCT PPI green	Caspase-7 inhib	HEK293 cAMP ctrl	Tau filament bind
1	CCC(C)(C)C	-2%	3.0%	nt	1%	-1%	nt	2%	-2.3%	-1%	0%	-6%
2	Cn1c(C(O)c2ccccc2)nc(Cl)c1Cl (stereo not drawn)	1%	1.0%	-3%	6%	0%	nt	2%	1.5%	1%	6%	-17%
3	c1ccc(CSc2nnc3c4ccccc4c4ccccc4c3n2)cc1	3%[11.5 µM]	-0.5%[15.4 µM]	nt	4%[11.4 µM]	2%[11.4 µM]	i	8%[11.4 µM]	-1.8%[15.4 µM]	-1%[11.5 µM]	1%[11.4 µM]	2%[11.4 µM]
4	CCN1C(=O)C2(C(C(=O)c3ccc(C)o3)=C(O)C(=O)N2CCCN2CCOCC2)c2ccccc21 (stereo not drawn)	-3%	-0.4%	0%	-5%	-1%	i	-14%	-1.6%	-2%	2%	-1%
5	CCOC(=O)c1ccc(NC(=O)CNC(=O)C2CCCCC2)cc1	-3%	-0.1%	1%[7.66 µM]	-7%[11.4 µM]	3%[11.4 µM]	nt	16%[11.4 µM]	-1.8%	-1%	-3%[11.4 µM]	-12%[11.4 µM]
6	c1ccc2cc(C3=NCCN3)ncc2c1	0%	-1.9%	nt	-20%[25.6 µM]	2%	nt	-11%	-2.3%	1%	14%	?
7	Cc1ccc(CS(=O)(=O)CCC(=O)N2CCOCC2)cc1	-1%	0.0%	8%	12%	-8%	i	-9%	-0.9%	1%	3%	1%
8	COc1cc(C(=O)NCc2ccc3c(c2)OCO3)ccc1OCc1c(C)noc1C	2%	-2.5%	4%	13µM*	3%	i	18%	-9.6%	-2%	15%	142%
9	CCCc1nnc(SCC(=O)O)n1/N=C/c1ccc2c(c1)OCO2	3%	0.8%	0%	5%	-4%	i	-26%	-0.3%	0%	-4%	4%
10	Cc1ccc(C(=O)C2COC(=O)C2)cc1 (stereo not drawn)	-1%	-0.4%	-5%	2%	-2%	i	2%	1.6%	-1%	3%	11%
11	O=C(Nc1ccc(Nc2ccc3c(c2)C(=O)c2ccccc2C3=O)c2c1C(=O)c1ccccc1C2=O)c1ccccc1	3%[11.5 µM]	-1.0%[15.4 µM]	nt	-16%[11.4 µM]	12%[11.4 µM]	i	-2%[11.4 µM]	0.2%[15.4 µM]	-1%[11.5 µM]	0%[11.4 µM]	4µM*
12	OC(CCCCN1CCCCC1)c1ccccc1 (stereo not drawn)	0%	0.8%	-1%	4%	-2%	i	7%	-2.6%	-1%	12%	-3%
13	COc1ccccc1CN1CCC2(CC1)CCN(C(=O)c1cccc(F)c1)CC2	-5%	0.3%	21%	8%	5%	i	6%	-2.5%	-3%	15%	16%
14	Cc1ccc(S(=O)(=O)N2CCCC(C(=O)N(Cc3cccs3)C3CC3)C2)cc1 (stereo not drawn)	-1%	1.5%	-4%	-10%	4%	i	0%	-1.3%	0%	?	1%
15	O=C(Nc1cccc(C(F)(F)F)c1)C1C2CC3OC(=O)C1C3C2 (stereo not drawn)	-2%	0.1%	1%	-6%	-2%	i	3%	-3.9%	-2%	2%	4%
16	Cc1onc(-c2ccccc2)c1C(=O)Nc1cccc(C#N)c1	3%	-0.9%	nt	-3%	-6%	nt	1%	-4.0%	-2%	1%	-15%
17	Cc1cc(C)c2nc3c(c([C@H](O)[C@@H]4CCCCN4)c2c1)CC/C3=C/c1ccc(Cl)cc1	3%[11.5 µM]	-0.6%[15.4 µM]	nt	8%[11.4 µM]	-7%[11.4 µM]	i	13%[11.4 µM]	-0.9%[15.4 µM]	-3%[11.5 µM]	4%[11.4 µM]	-3%[11.4 µM]
18	COC(=O)C1C(=O)C=C(N2CCOCC2)CC1(C)C (stereo not drawn)	-1%	-1.5%	0%	0%	-8%	nt	-6%	0.0%	1%	-6%	5%
19	O=C(NCCc1ccccc1)C1CCCN1C(=O)NCc1ccccc1 (stereo not drawn)	-11%	1.0%	11%	7%	-2%	i	0%	-2.0%	-1%	4%	-1%
20	CCCCn1c(=O)[nH]c(=O)c2c1nc(COC(=O)c1c(C)noc1C)n2CCC	-4%	-2.3%	1%	-14%	1%	i	38%[activator]	5.6%	-3%	20%	i
21	CC1(C)C=CC(=O)[C@]2(C)C1CC(=O)[C@]1(C)C2CC[C@@]2(C)C(c3ccoc3)OC(=O)C3OC321 (stereo partly drawn)	-1%	-0.4%	45%[activator]	-4%	nt	nt	nt	-0.6%[3.08 µM]	0%	nt	nt
22	CC(NC(=O)c1cc2ccccc2o1)c1cccs1 (stereo not drawn)	-1%	1.2%	-1%	0%	-2%	i	11%	0.6%	-1%	21%	16%
23	O=C1CC(c2cccc(Br)c2)C2=C(CCCC2=O)N1 (stereo not drawn)	-1%	1.4%	4%	-8%	0%	i	1%	-3.1%	-2%	23%	5%
24	N#CCCn1nnc(-c2ccccc2F)n1	0%	2.3%	-1%	2%	-5%	nt	0%	1.1%	4%	4%	-1%
25	CC(=O)NC1C(=O)N=C(SCC(=O)NCc2ccccc2)NC1=O (stereo not drawn)	0%	-0.9%	nt	17%	0%	i	-23%	-0.5%	2%	5%	-6%
26	O=C(CN1CCN(Cc2ccccc2Cl)C1=O)NCC1CCCO1 (stereo not drawn)	-1%	-0.7%	nt	2%	-2%	nt	4%	-1.9%	0%	3%	-8%
27	COc1ccc(C/C(O)=C(\C#N)c2nc3ccccc3s2)cc1	-1%	0.6%	-5%	-6%	-5%	i	-9%	-3.0%	-1%	32µM*	3%
28	Cn1c(=O)[nH]c(=O)c2c1nc(CN1CCN(c3ccc(F)cc3)CC1)n2CCc1ccccc1	0%	0.8%	30%[activator]	7%	-7%	i	13%	-0.5%	-1%	?	2%
29	Cc1occc1-c1nnc(SCC(=O)c2ccc(Cl)cc2)n1CC1CCCO1 (stereo not drawn)	-1%	0.5%	45%[activator]	-13%	-6%	i	-20%	0.4%	-2%	17%	-21%
30	c1ccc(-c2cnc(CSc3nnc4ccccn34)o2)cc1	1%	-1.0%	14%	-1%	4%	i	-3%	4.1%	-2%	1%	-3%
31	COc1cc(C2Nc3cc(Cl)c(S(N)(=O)=O)cc3S(=O)(=O)N2)cc(OC)c1OC (stereo not drawn)	-3%	3.1%	-4%	-10%	-2%	i	-14%	-0.5%	0%	-2%	-12%
32	O=C(COC(=O)c1cccc(S(=O)(=O)N2CCN(c3ccccc3)CC2)c1)NCc1ccco1	-5%	1.6%	23%	25µM*	-14%	i	18%	-8.1%	-15%	4%	50%
33	O=C(NCC(=O)N(Cc1ccco1)C(C(=O)NC1CCCCC1)c1cccnc1)c1ccco1 (stereo not drawn)	3%	-0.6%	5%	10%	-2%	i	11%	-2.3%	-5%	9%	-13%
34	CN(C(=O)C(Cl)Cl)c1ccc(OC(=O)c2ccco2)cc1	1%[25.7 µM]	0.7%[34.4 µM]	-12%[17.1 µM]	4%[25.6 µM]	-2%[25.6 µM]	i	-7%[25.6 µM]	-2.1%[34.4 µM]	1%[25.7 µM]	6%[25.6 µM]	0%[25.6 µM]
35	COc1ccc(NC(=O)N2CC3(CCNCC3)C2)cc1	0%	0.5%	8%	2%	-5%	i	7%	-1.9%	2%	-7%	8%
36	O=C(CN1CCC(Cc2ccccc2)CC1)NC(=O)NCc1ccco1	-2%	-1.6%	13%	-6%	-5%	i	?	-0.3%	-2%	5%	-20%
37	CC(Cc1c[nH]c2ccccc12)NC(=O)C1CCCNC1=O (stereo not drawn)	0%	0.0%	1%[7.66 µM]	11%[11.4 µM]	-3%[11.4 µM]	nt	0%[11.4 µM]	2.9%	1%	4%[11.4 µM]	-2%[11.4 µM]
38	CCn1c(SCc2nc(CC(=O)Nc3ccccc3OC)no2)nnc1-c1cccs1	1%	-0.9%	27%	16%	-1%	i	2%	-0.5%	-2%	?	7%

Full records from above.
COc1ccc(NC(=O)N2CC3(CCNCC3)C2)cc1 as listed: Casp1 inh = 0%; BRCT PPI red = 0.5%; USP2a inhib = 8%; 15-hLO inh = 2%; DNA Pol III inh = -5%; Rhodamine autofl = i; HADH2 inhib = 7%; BRCT PPI green = -1.9%; Caspase-7 inhib = 2%; HEK293 cAMP ctrl = -7%; Tau filament bind = 8%
O=C(CN1CCC(Cc2ccccc2)CC1)NC(=O)NCc1ccco1 as listed: Casp1 inh = -2%; BRCT PPI red = -1.6%; USP2a inhib = 13%; 15-hLO inh = -6%; DNA Pol III inh = -5%; Rhodamine autofl = i; HADH2 inhib = ?; BRCT PPI green = -0.3%; Caspase-7 inhib = -2%; HEK293 cAMP ctrl = 5%; Tau filament bind = -20%

Bioassay records from PubChem BioAssay.

Not all compounds are listed, so the mix of outcomes need not match the whole.
